CXCR6 block: CXCR6 (human) receptor inhibition; O00574; CHO-K1 PathHunter CXCR6 beta-arrestin, luminescence; inhibition, % at 20 µM; 360,000 compounds, 0.36% hits; AID 602244; in the data active = inhibition above about 34%, passing the limit was not always enough;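 also: antagonist mode with CXCL16 agonist at 10 nM final; 0% = 10 nM CXCL16 with DMSO and 100% = unstimulated wells without agonist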
CCR6 antag: CCR6 (human) receptor antagonism. P51684. 340,000 compounds, 0.49% hits. inhibition, % at 20 µM. CHO-K1 CCR6 PathHunter beta-arrestin, luminescence, CCL20-stimulated. AID 493098;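 active = compounds whose inhibition of the agonist-driven luminescence signal at 20 µM reaches about 50%, limit read from the data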;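 also: cells stimulated with CCL20 at 14 nM final; plate controls were DMSO with CCL20 for no effect and DMSO without agonist for full effect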
Target sequence (P51684 whole entry, looked up): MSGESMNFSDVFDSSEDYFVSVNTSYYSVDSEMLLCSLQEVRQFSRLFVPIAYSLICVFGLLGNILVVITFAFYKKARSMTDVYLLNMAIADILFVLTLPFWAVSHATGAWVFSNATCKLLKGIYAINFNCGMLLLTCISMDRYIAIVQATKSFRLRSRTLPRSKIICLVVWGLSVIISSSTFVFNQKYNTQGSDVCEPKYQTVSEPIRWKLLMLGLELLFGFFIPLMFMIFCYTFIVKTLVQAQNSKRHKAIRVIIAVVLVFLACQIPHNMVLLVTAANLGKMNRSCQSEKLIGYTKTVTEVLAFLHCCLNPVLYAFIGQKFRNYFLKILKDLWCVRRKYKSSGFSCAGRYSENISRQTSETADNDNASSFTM
APOBEC3A inh: inhibitors of human APOBEC3A DNA deaminase; P31941; recombinant A3A, FAM/TAMRA ssDNA deamination fluorescence; inhibition, % at 20 µM; 330,000 compounds, 0.41% hits;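 active = at least 40% inhibition at 20 µM here, with at most 30% in a related deaminase screen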;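 also: plate controls were A3A with DMSO for no effect and wells lacking A3A enzyme for full effect; some results filed as inactive read as strong as hits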
Target sequence (P31941 whole entry, looked up): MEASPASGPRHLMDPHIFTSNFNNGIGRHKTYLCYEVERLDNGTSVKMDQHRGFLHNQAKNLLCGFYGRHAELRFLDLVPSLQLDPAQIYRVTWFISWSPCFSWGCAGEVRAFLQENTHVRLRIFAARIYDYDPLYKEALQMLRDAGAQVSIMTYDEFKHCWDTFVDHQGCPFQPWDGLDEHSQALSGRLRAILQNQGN
Gli-Sufu antag: Gli-Sufu pathway antagonism; Sufu-KO-LIGHT fibroblasts, Gli luciferase reporter luminescence; inhibition, % at 5 µM; 340,000 compounds, 0.74% hits; AID 588413;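 active = inhibition above about 55%, limit read from the data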;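 also: 0% = DMSO-treated cells and 100% = wells with medium but no cells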
APOBEC3G inh: blocks human APOBEC3G single-stranded DNA deamination | Q9HC16 | AID 493012 | 330,000 compounds, 0.28% hits | recombinant A3G, ssDNA deamination FAM/TAMRA fluorescence | inhibition, % at 20 µM;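 active = inhibition of at least 40% at 20 µM, with no more than 30% in the related APOBEC3A deaminase screen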;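 also: plate controls were DMSO wells with A3G for no effect and wells lacking A3G enzyme for full effect; some compounds called inactive have numbers as strong as hits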
Target sequence (Q9HC16 whole entry, looked up): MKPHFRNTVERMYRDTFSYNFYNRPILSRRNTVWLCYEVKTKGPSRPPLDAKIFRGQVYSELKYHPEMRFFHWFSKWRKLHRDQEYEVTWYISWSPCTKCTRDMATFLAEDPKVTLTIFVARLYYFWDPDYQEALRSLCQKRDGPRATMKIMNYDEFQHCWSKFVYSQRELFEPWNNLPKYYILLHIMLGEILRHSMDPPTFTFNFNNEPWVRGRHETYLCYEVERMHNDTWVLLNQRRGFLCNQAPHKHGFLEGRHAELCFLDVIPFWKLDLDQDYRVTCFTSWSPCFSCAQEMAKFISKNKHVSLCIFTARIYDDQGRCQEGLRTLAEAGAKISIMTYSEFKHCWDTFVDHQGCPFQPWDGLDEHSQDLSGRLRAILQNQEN
MPTP inh: blocks calcium-induced mitochondrial swelling; isolated mouse mitochondria, Ca2+ swelling absorbance, 30 min; inhibition, % at 10 µM; 360,000 compounds, 1.4% hits;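 active = inhibition of 50% or more, scaled per plate between neutral and stimulator controls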;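 also: 0% = DMSO wells given calcium and 100% = 1 mM EGTA wells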
EBI2 antag: antagonists of human EBI2 receptor | P32249 | AID 651636 | inhibition, % at 5 µM | EBI2 beta-arrestin recruitment, luminescence, 7a,25-OHC stimulated | 360,000 compounds, 0.81% hits; in the data active = inhibition above about 38%;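 also: enzyme fragment complementation signal reports receptor beta-arrestin coupling in cells; 0% = agonist plus DMSO wells and 100% = wells without agonist; some results beyond the cut were filed as inactive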
NR3A LBD binder: modulators (binders) of human NR3A ligand-binding domain; AID 1259313; Tm shift relative to glycine control, % at 25 µM; 340,000 compounds, 2.5% hits; NR3A LBD differential scanning fluorimetry, Tm shift; 0% = protein alone, 100% = glycine-bound protein;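 active = melting temperature shift of at least 10% of the positive control shift, at one fixed dose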
* hit, by the source's call; x = no result given. Outcome played no part in choosing rows; any-hit rate near 5.8%.

SMILES	CXCR6 block	CCR6 antag	APOBEC3A inh	Gli-Sufu antag	APOBEC3G inh	MPTP inh	EBI2 antag	NR3A LBD binder
CCCC(=O)C1=C(SCC)CC(C)(C)C(C(=O)OC)C1=O (centres undefined)	-6	6	-5	3	-7	-2.6	-9	1
c1nc(N2CCCCC2)c2[nH]cnc2n1	-6	4	5	-2	-3	-0.2	-3	-1
COc1cc(C(=O)Nc2ccc3c(c2)CCCN3C(=O)c2ccco2)c([N+](=O)[O-])cc1OC	-2	12	3	5	-4	-0.9	1	0
COC(=O)c1ccccc1S(=O)(=O)N1CCC(C(=O)N2CCC2)CC1	5	0	-1	7	-2	-2.9	-3	1
CCc1noc(C)c1C(=O)Nc1cc(S(=O)(=O)N(CC)CC)ccc1N1CCOCC1	-2	9	1	9	-3	-0.1	-2	-2
COCc1nnc(NC(=O)c2ccc3c(c2)OCO3)s1	0	3	4	-72	-4	-1.3	5	0
Cc1[nH]ccc(=O)c1OCc1c(Cl)cccc1Cl	1	17	-1	3	-2	-2.2	4	2
CCOC(=O)/C(=C/c1ccc(Cl)cc1)NC(=O)c1ccco1	7	11	0	6	1	0.2	-5	2
COc1cc(C(=O)NCc2cn3ccccc3n2)cc(OC)c1OC	3	-5	0	2	-1	0.0	-7	2
O=C(c1cc([N+](=O)[O-])ccc1N1CCOCC1)N1CCOCC1	8	9	1	2	-6	-0.6	-10	0
O=C(CCN1C(=O)c2ccccc2C1=O)NCc1ccncc1	-11	7	-2	-1	-6	0.9	-2	-2
Cc1ccc2nc(-c3ccc(NC(=O)Cc4cccs4)cc3)[nH]c2c1	0	-5	2	13	0	-0.1	16	34*
O=C(c1ccc(=O)[nH]c1)N1CCN(S(=O)(=O)c2ccccc2)CC1	-1	-8	1	2	-4	-0.8	10	0
CCOc1ccc(NC(=O)Cc2ccccc2)cc1	3	-3	-3	-58	-5	-1.1	-9	-1
COc1ccc(-c2n[nH]c(C)c2-c2cc(OC)ccc2O)cc1	-6	7	-2	6	-4	0.3	-10	-2
CCOC(=O)c1cc(NC(=O)N(C(C)C)C(C)C)c(C)nc1C	-4	-1	2	8	5	-0.6	-8	-1
COC(=O)c1cccc(Cn2nc(C)c([N+](=O)[O-])c2C)c1	-2	9	-4	12	-8	1.0	3	-2
COc1cccc(C2C(C#N)=C(N)OC3=C2C(=O)CC(c2ccco2)C3)c1OCc1ccc(F)cc1 (centres undefined)	14	8	7	-2	1	-2.5	11	-4
O=C1NCCN(Cc2ccc(Cl)c(F)c2)C1CC(=O)N1CCCCO1 (centres undefined)	-5	-5	-2	0	6	-1.6	4	-2
COc1ccc(N(C(=O)c2ccco2)C(C(=O)NC2CCCC2)c2ccccc2)cc1 (centres undefined)	6	7	1	-19	-4	-0.2	-5	-3
Cc1cccc(COc2coc(CN3CCN(C(=O)c4ccco4)CC3)cc2=O)c1	1	3	7	-10	2	-0.3	-9	-2
CC1(C)Cc2c(c(N3CCOCC3)nc3sc4c(NCC5CCCO5)nnnc4c23)CS1 (centres undefined)	8	12	-5	-3	-4	-0.6	15	-3
CCOC(=O)c1cnc(SCC(=O)Nc2cccc(OC)c2)nc1N	-7	-14	-2	-2	-6	15	-11	1
Cc1ccc(N=Cc2cc3c(cc2O)OC(N)=C(C#N)C3c2ccccc2)cc1 (centres undefined)	-8	5	-2	4	-5	25	-7	12*
CCCCC(=O)Nc1nnn(CCC)n1	-5	22	2	-15	0	0.8	-3	-1
CCc1ccc(NC(=O)c2noc3c2CCCCC3)cc1	3	-3	-6	-62	-9	-0.6	10	2
COc1ccccc1CNS(=O)(=O)c1ccc(Br)s1	2	3	1	7	-2	0.2	-12	1
Cc1cccc(C)c1NC(=O)CN1C(=O)C(C)Oc2ccccc21 (centres undefined)	-3	20	-7	-18	-5	-1.0	-6	-4
Cc1nn(C(C)(C)C)c(OC(=O)c2cccs2)c1S(=O)(=O)c1ccccc1	15	5	3	17	1	2.3	-8	1
Cc1nc2nc(C)c(CCC(=O)NCCC3=CCCCC3)c(C)n2n1	-8	-14	2	2	-4	-1.8	-5	2
Cc1ccc(Sc2cc(C(=O)NCCCN(C)C)c3ccccc3n2)cc1	4	7	-3	14	-6	-0.3	4	-5
COCCNC(=O)c1c(N)n(/N=C/c2ccc(F)cc2)c2nc3ccccc3nc12	-2	-28	-4	8	1	-0.1	-21	-1
COc1cccc(SCc2noc(C(=O)NCc3ccccc3)c2C(=O)NCc2ccccc2)c1	5	14	-3	-17	-13	0.4	-4	2
CCc1cccc(C)c1NC(=O)COC(=O)c1cc([N+](=O)[O-])ccc1N1CCOCC1	8	11	4	3	-5	-0.8	10	3
O=C(O)c1ccc(Cn2cc(Cl)cn2)cc1	5	8	2	3	4	-1.1	-5	2
Cc1ccccc1Cn1c(CN2CCN(C(=O)c3ccco3)CC2)nc2c1c(=O)n(C)c(=O)n2C	3	8	-6	0	-9	-0.8	-6	-5
O=C(CCC(=O)Nc1ccc(F)cc1)N/N=C/c1ccccc1O	-9	2	0	3	-4	2.0	3	-4
CCOC(=O)N1CCN(C(=O)CCc2nc3sc4c(c3c(=O)[nH]2)CCCC4)CC1	15	13	-7	-1	-5	1.5	-5	-2
Cc1cc(C)c(-c2cc(NC(=O)CSc3n[nH]c(N)n3)n(-c3ccccc3)n2)cc1C	3	16	-3	6	-3	-3.3	3	0
COC(=O)[C@H](CC(C)C)NC(=O)Cn1cnc2c(NCc3ccccc3)ncnc21	2	15	3	-20	4	0.2	-1	0
COc1ccc(-n2c(SCC(N)=O)nc3nc4c(cc3c2=O)COC(C)(C)C4)cc1	-15	-5	-2	-26	0	-1.6	0	-1
Cc1nc2ccccc2n1/N=C/c1ccc([N+](=O)[O-])o1	-9	5	-2	2	-6	0.5	-6	1
O=c1[nH]c2ccc(S(=O)(=O)NCc3ccccn3)cc2s1	-8	-4	-1	6	1	0.8	-5	3
O=C(CCCn1c(=O)[nH]c2ccc(Br)cc2c1=O)NCc1ccc(Cl)cc1	5	14	-1	1	-2	2.3	2	-7
CC(=O)NCCc1nc2ccccc2n1CCOc1ccccc1C	4	5	-1	2	-8	4.5	-5	0
Clc1cccc(C[n+]2cc(-c3ccccc3)n3c2CCC3)c1	12	0	6	48	-7	0.7	-2	-2
O=C(NCCCn1ccnc1)c1cc2ccccc2oc1=O	5	7	0	-1	-2	-0.8	-4	0
CNc1snc(C)c1C(=O)OC(C)C(=O)c1ccc(F)cc1 (centres undefined)	-14	12	-7	14	-5	-0.8	0	1
CS(=O)(=O)N(CC(=O)NC1CCCCCC1)Cc1ccccc1	6	4	6	-1	3	-2.3	-5	-7
CC(C)CCNC(=O)C(c1ccco1)N(C(=O)Cn1nnc2ccccc21)c1ccc2c(c1)OCO2 (centres undefined)	1	5	-1	9	0	-1.2	1	1
CC1CCCN(C(=S)SCC(=O)O)C1 (centres undefined)	4	-4	-2	-6	-7	0.4	1	1
CCOC(=O)N1CCN(C(=O)c2ccc3c(SCC(=O)O)c4c(nc3c2)CCC4)CC1	4	-9	2	-9	-2	-1.5	0	-1
CCOc1ncccc1C(=O)OCCN1C(=O)c2ccccc2C1=O	-2	14	-1	-8	-1	4.0	-4	-15
O=C(Nc1ccccc1N1CCOCC1)C1CCN(S(=O)(=O)c2cccc(C(F)(F)F)c2)CC1	6	16	3	3	1	0.1	1	0
CCOC(=O)[C@H](CCc1ccccc1)N[C@@H](C)C(=O)N1C(C(=O)O)C[C@@H]2CCC[C@@H]21 (some centres undefined)	-4	-2	0	-4	-3	-0.1	10	-4
Cc1ccc(N2C(=O)CC(Sc3nc(C)cc(C)n3)C2=O)cc1 (centres undefined)	-4	1	-5	-5	-8	0.0	-5	1
CCCCC(=O)Nc1cc(NC(=O)CC)ccc1Cl	1	9	-1	-2	-3	1.0	2	-1
Cc1ccc(Cl)cc1N1CCN(C(CC(C)C)c2nnnn2CC2CCCO2)CC1 (centres undefined)	11	19	-2	17	-6	4.1	28	-2
CCN(C(=O)c1ccc(NC(C)=O)cc1)c1ccccc1	-1	-4	0	-2	-4	-1.5	9	-1
COc1ccc(CNC(=O)CN(C)Cc2ccc(SC)cc2)cc1	9	13	5	7	-1	2.6	-1	-2

2 successive entries from above:
SMILES	CXCR6 block	CCR6 antag	APOBEC3A inh	Gli-Sufu antag	APOBEC3G inh	MPTP inh	EBI2 antag	NR3A LBD binder
CCN(C(=O)c1ccc(NC(C)=O)cc1)c1ccccc1	-1	-4	0	-2	-4	-1.5	9	-1
COc1ccc(CNC(=O)CN(C)Cc2ccc(SC)cc2)cc1	9	13	5	7	-1	2.6	-1	-2

New compounds follow
SMILES	CXCR6 block	CCR6 antag	APOBEC3A inh	Gli-Sufu antag	APOBEC3G inh	MPTP inh	EBI2 antag	NR3A LBD binder
CCOC(=O)c1c(C)[nH]c(NC(=O)NNC(=O)c2ccc(OC)cc2)c1C	2	-11	-5	-3	-6	0.5	5	0
COC(=O)Cn1cnc2ccccc2c1=O	-2	3	-5	5	-10	-0.8	0	0
N#Cc1nc(-c2ccco2)oc1NCc1ccc(F)cc1	1	9	2	3	-4	0.5	15	3
CCOC(=O)Cc1c(C)nc2c(-c3cccc(Br)c3)cnn2c1C	2	2	-1	-2	-9	-1.1	16	-3
CC(=O)Nc1ccc(S(=O)(=O)N2CCC(C(=O)O)(c3ccccc3)CC2)cc1	6	6	-6	5	-5	-0.2	-16	-1
Cc1c(Cl)cnc(NC(=O)COC(=O)CNC(=O)c2ccccc2)c1Cl	1	5	7	1	9	0.4	0	1
CCOc1ccc(CC(C(N)=O)C(N)=O)cc1	-4	-10	-3	7	-9	-1.5	7	-3
O=C(Nc1ccc(Nc2ccncc2)cc1)c1ccc(Nc2ccnc3ccc([N+](=O)[O-])cc23)cc1[N+](=O)[O-]	11	8	x	1	x	0.1	8	3
COc1ccc(CCNC(=O)c2cc(-c3cccs3)on2)cc1OC	0	3	2	3	-1	1.7	-1	-2
Cc1nc2ccc(S(=O)(=O)NCC(=O)N3CCC(C)CC3)cc2s1	-14	-6	4	-18	-4	1.4	-3	1
O=C(COC(=O)CCc1ccc(S(=O)(=O)N2CCCCC2)cc1)Nc1ccc2c(c1)OCO2	-1	-5	12	10	-1	-0.9	4	-1
CCOC(=O)N1CCN(C(=O)CN(C2CCCCC2)S(=O)(=O)c2c(C)cc(C)cc2C)CC1	-4	1	-2	11	4	1.8	-5	1
CN(C(=O)CCc1nnc(Cc2ccc(-c3ccccc3)cc2)o1)C1CCOCC1	2	1	1	-3	4	1.7	-14	-1
O=C(COc1ccc(C(=S)N2CCOCC2)cc1)Nc1ccccc1C(F)(F)F	-3	4	0	-6	-7	-2.0	6	-2
COc1cccc(CNn2cnnc2)c1OCc1ccccc1F	4	-22	-1	-6	-3	-1.2	-2	-1
Cc1nc(C(=O)NCc2ccccc2)sc1C1(C)CC(c2cccc([N+](=O)[O-])c2)=NO1 (centres undefined)	0	6	-3	-1	-7	2.0	7	-21
COC(=O)CC1=NN(c2nc3ccccc3s2)C(=O)/C1=C/N(C)C	3	4	-1	2	-5	0.4	-3	-2
O=C1OCCC1Sc1ncnc2sc3c(c12)CCC3 (centres undefined)	-8	0	2	-4	-3	-1.2	-5	-1
CC(C)NC(=O)c1nc2c(nnn2Cc2cccc(Cl)c2)c(=O)[nH]1	3	2	-3	x	-7	0.2	6	1
Cc1ccc(-n2[nH]c3c4c(ccc3c2=O)C(=O)c2ccccc2C4=O)cc1	-7	-22	-2	-7	-6	0.9	-5	-3
CC(=O)Nc1ccc(N2C(=O)CC(c3ccccc3)CC2=O)cc1	5	-8	0	16	0	-0.1	-7	0
CCC(=O)c1cc(Br)ccc1OCC(=O)N1CCN(S(=O)(=O)c2ccccc2)CC1	4	9	x	26	x	0.9	10	0
CN(C)S(=O)(=O)c1ccc(C(=O)Oc2ccccc2)cc1	4	-2	-4	4	-6	-1.3	-3	-1
Cc1cccc(-c2cc(C(=O)N/N=C/c3cccnc3)c3ccccc3n2)c1	7	-10	1	-13	2	1.1	14	-6

Source: PubChem (Sanford-Burnham Center for Chemical Genomics)
